Myeloid diff MLP: induction of myeloid progenitor differentiation, primary screen, cell-based, flow cytometry, MLPCN library; ER-HoxA9 myeloid progenitors, lysozyme-GFP differentiation; calls only at 10 µM; 1% of 360,000 active; AID 624256, 2012;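 active means normalized GFP-positive differentiation at or above the plate's own cutoff, the solvent-only control mean plus 3 SD; inconclusive means no clear call, values can overlap the other calls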;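 further: cells exposed to compound for four days before flow analysis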
Myeloid diff MLP GFP+ MAC1+ %: further read-out of Myeloid diff MLP, marked with its call; GFP+ MAC1+ double positive, %; measured here: differentiation confirmed by MAC1 staining
An asterisk follows results filed as active; i = inactive; ? = inconclusive; . = no result given; + = active, no number.

SMILES | Myeloid diff MLP | Myeloid diff MLP GFP+ MAC1+ %
O=C(CNC(=O)c1ccco1)NNC(=O)c1ccc(Br)cc1 | i | 1.1
Cn1ccc2c(-c3ccccc3F)cc3c(c21)C1CCC3C1 (stereo not given) | i | 1.6
O=C(Cn1c(=O)cnc2ccccc21)Nc1cc(Cl)ccc1N1CCOCC1 | + | 4.2*
CCCCC[C@@H]1C=C(C(=O)O)[C@H](c2cccc(C)c2)N1S(=O)(=O)c1ccc(C)cc1 | i | 1.1
CCN(CC)C(=O)[C@H]1C[C@H](CC(=O)NCc2ccco2)C(=O)N2CCc3c([nH]c4cc(CCC(=O)N(C)C)ccc34)[C@]12C | i | 0.1
CCNC(=O)C1(C)CCCN(C(=O)c2ccc(C(F)(F)F)nc2C)C1 (stereo not given) | i | 0.6
CC(=O)c1ccc(-c2cnc3c(NC=O)cc(-c4ccc(C(=O)N5CCOCC5)cc4)cn23)cc1 | ? | .
C[C@@H](NC(=O)[C@@H]1CCCN1C(=O)[C@@H]1CCCN1C(=O)c1ccccc1)c1ccccc1 | i | 0.8
CC(C)(C)OC(=O)N1CCCC(C(=O)Nc2ccc(C(=O)N3CCOCC3)cc2)C1 (stereo not given) | i | 1.0
O=S1(=O)c2ccc(Br)cc2N2CC[C@H](C2)N1Cc1ccc(Cl)cc1 | ? | .
CCc1nc2ccc(C(=O)N3CCN(C(=O)c4ccco4)CC3)cn2c1N(C=O)Cc1ccc(OC)cc1 | i | 0.8
N#Cc1cccc(NC(=O)c2cc(C3CCCCN3C(=O)c3ccccc3)on2)c1 (stereo not given) | i | 1.4
CCc1nc2c(OCc3ccc(OC(F)F)cc3)cccn2c1N(C)C(=O)c1ccc(OC)cc1 | i | 0.4
CCc1nc2c(OCC(=O)C(C)(C)C)cccn2c1N(C=O)Cc1ccc(OC)cc1 | i | 1.3
CCc1nc2ccc(C(=O)Nc3cccc(OCC(=O)N(C)C)c3)cn2c1N(C)Cc1cc2ccccc2s1 | i | 1.1
CCCNC(=O)C1(C)CCCN(Cc2ccc3c(c2)OCO3)C1 (stereo not given) | i | 1.1
O=C(c1cc(COc2cccc(C(F)(F)F)c2)on1)N1CCCC1 | i | 0.7
CC1(C(=O)Nc2ccc(Cl)c(Cl)c2)CCN1Cc1cc2ccccc2o1 (stereo not given) | i | 2.1
COc1cccc(C(C)(O)c2nc(-c3cnn(C)c3)cs2)c1 (stereo not given) | i | 0.6
COc1ccc(C(=O)OCC(=O)NC2CCCCCC2)c(OC)c1 | i | 0.7
C=CC[C@H](CC(=O)NCCO)C(=O)N[C@H](COC(=O)[C@H](CC=C)CC(=O)OC(C)(C)C)Cc1c[nH]c2ccccc12 | i | 0.2
COc1ccc(NC(=O)CCNS(=O)(=O)c2ccccc2F)cc1S(=O)(=O)N1CCOCC1 | i | 0.9
CCOc1ccc(C(=O)CC(C(=O)O)N2CCN(Cc3ccccc3)CC2)cc1 (stereo not given) | i | 1.2
O=C(COc1cc(F)ccc1[N+](=O)[O-])Nc1cc(S(=O)(=O)N2CCCC2)ccc1Cl | i | 0.7
Cc1onc(-c2c(F)cccc2Cl)c1C(=O)OCC(=O)NCc1ccccc1 | i | 1.8
CCc1nc2ccc(C(=O)NCCCN3CCCC3=O)cn2c1N(CC)C(C)=O | i | 1.9
CCN(C(=O)c1ccc(Cl)c(S(=O)(=O)Nc2c(C)n(C)n(-c3ccccc3)c2=O)c1)c1ccccc1 | i | 1.7
CCc1nc2ccc(C(=O)NCCCn3ccnc3)cn2c1N(C)C(=O)COc1ccccc1 | i | 1.6
CC1CCN(c2ccc3c(c2)S(=O)(=O)c2cc(C(=O)O)ccc2C3=O)CC1 | i | 1.6
CCNC(=O)c1cc2c(c(-c3cccc(-c4ccccc4F)c3)n1)[C@@H](CCO)N(C(=O)CC1CC1)C2 | i | 0.4
COc1ccccc1NS(=O)(=O)c1cccc(C(=O)N2CCCC2)c1 | i | 2.2
CCN(c1ccccc1)S(=O)(=O)c1cccc(C(=O)NCC(c2ccco2)N2CCCCC2)c1 (stereo not given) | i | 0.6
Clc1ccc(-c2cnnc(-c3ccccn3)n2)cc1 | i | 0.6
COc1ccc(-c2ccc(C(=O)NCc3ccc(N(C)C)cc3)c3occc23)c(C)c1 | i | 0.8
Cc1ccc(NC(=O)CCCNC(=O)c2ccc(Cl)cc2)cc1S(=O)(=O)N1CCCCC1 | i | 0.7
Cc1ccc(CC(NC(=O)C2CCCCC2)C(=O)O)cc1 (stereo not given) | i | 2.7

6 structures out of the list, arranged by length of the SMILES, smallest number first:
SMILES | Myeloid diff MLP | Myeloid diff MLP GFP+ MAC1+ %
Clc1ccc(-c2cnnc(-c3ccccn3)n2)cc1 | i | 0.6
Cc1ccc(CC(NC(=O)C2CCCCC2)C(=O)O)cc1 (stereo not given) | i | 2.7
CC1CCN(c2ccc3c(c2)S(=O)(=O)c2cc(C(=O)O)ccc2C3=O)CC1 | i | 1.6
CCc1nc2ccc(C(=O)NCCCn3ccnc3)cn2c1N(C)C(=O)COc1ccccc1 | i | 1.6
Cc1ccc(NC(=O)CCCNC(=O)c2ccc(Cl)cc2)cc1S(=O)(=O)N1CCCCC1 | i | 0.7
CCN(C(=O)c1ccc(Cl)c(S(=O)(=O)Nc2c(C)n(C)n(-c3ccccc3)c2=O)c1)c1ccccc1 | i | 1.7

Next section:
SMILES | Myeloid diff MLP | Myeloid diff MLP GFP+ MAC1+ %
Cc1noc(C)c1C(=O)OCC(=O)Nc1cccc(F)c1 | i | 1.1
Cc1cc(C)cc(CC(=O)N2CCC2(C)C(=O)NS(=O)(=O)c2ccc(C#N)cc2)c1 (stereo not given) | i | 1.1
CC(C)(C)n1nnnc1C(c1cc2ccccc2o1)N1CCOCC1 (stereo not given) | i | 1.0
COCCn1c(-c2ccc(C)cc2)nc2c(c(=O)c3ccccc3n2C)c1=O | i | 0.1
C[C@H](CO)N1C[C@H](C)[C@H](CN(C)C(=O)c2ccccn2)Oc2cc(C#Cc3ccc(F)cc3)ccc2S1(=O)=O | i | 0.3
N#Cc1ccc(CN2CCN(C(=O)C3CC(=O)N(c4ccc5c(c4)OCCO5)C3)CC2)cc1 (stereo not given) | i | 1.7
C[C@H](NC(=O)c1ccccc1)C(=O)OCC(=O)Nc1sccc1C(N)=O | i | 0.1
COc1ccc(-c2csc(C(O)c3ccc(F)c(F)c3)n2)cc1 (stereo not given) | i | 0.4
COc1cccc(N2CCN(CC(=O)N3CCN(S(=O)(=O)c4ccc(Cl)cc4)CC3)CC2)c1 | i | 0.2
CCCCOCCO | i | 0.8
COC(=O)[C@@]12C[C@@H](CC(=O)NCCCCc3ccccc3)C(=O)N(Cc3ccccc3)C1=CCC(C)(C)C2 | i | 3.1
O=C(CC(=O)c1ccccc1)CC(O)(C=Cc1ccccc1)c1ccccc1 (stereo not given) | ? | .
CCc1ccc([C@@H]2CC(=O)[C@@H]3CN(S(=O)(=O)c4ccc(Cl)cc4)[C@H](c4ccc(C)cc4)C[C@@H]3N2S(=O)(=O)c2ccc(C)cc2)cc1 | i | 0.6
CNS(=O)(=O)c1ccc(CNC[C@H]2O[C@@H](n3ccc(N)nc3=O)[C@H](O)[C@@H]2O)cc1 | i | 2.4
Cn1ccc2c(-c3cncc4ccccc34)cc3c(c21)C1CCC3C1 (stereo not given) | i | 1.7
CCc1ccc2c(c1)NC(=O)C2(C)Cc1ccc(C(F)(F)F)nc1 (stereo not given) | i | 0.9
O=S(Cc1ccc(Cl)cc1)c1ccccc1 (stereo not given) | i | 0.4
CC(C)(C)c1ccccc1NC(=O)c1cc(-c2ccncc2)nc2ccccc12 | i | 3.7
CCN(C)C1CN(Cc2cn(Cc3ccc(F)cc3)nn2)S(=O)(=O)C1 (stereo not given) | i | 1.3
C#CCOCCOCCOCCNc1nc(N2CCN(C(=O)C([C@@H](C)O)n3cc([C@@H](N)CCCCN)nn3)CC2)nc(N2CCN(C(=O)C([C@@H](C)O)n3cc([C@@H](N)CCCCN)nn3)CC2)n1 (stereo not given in full) | i | 1.4
COc1ccccc1CNc1nc(NCc2ccc(C)cc2C)c2sccc2n1 | i | 1.6
CC(=O)c1ccc(OCCCC(=O)Nc2nnc(C3CC3)s2)cc1 | i | 1.4
CC(C)CC1(C)NC(=O)N(CC(=O)Nc2ccc(F)c(F)c2F)C1=O (stereo not given) | i | 1.9
O=C1CCCCC(=O)[C@H](O)C[C@H](COCc2ccccc2)O1 | i | 1.1

5 records picked at random from those above:
SMILES | Myeloid diff MLP | Myeloid diff MLP GFP+ MAC1+ %
CCN(C)C1CN(Cc2cn(Cc3ccc(F)cc3)nn2)S(=O)(=O)C1 (stereo not given) | i | 1.3
COc1ccccc1CNc1nc(NCc2ccc(C)cc2C)c2sccc2n1 | i | 1.6
Cn1ccc2c(-c3cncc4ccccc34)cc3c(c21)C1CCC3C1 (stereo not given) | i | 1.7
O=S(Cc1ccc(Cl)cc1)c1ccccc1 (stereo not given) | i | 0.4
O=C1CCCCC(=O)[C@H](O)C[C@H](COCc2ccccc2)O1 | i | 1.1

Next entries follow:
SMILES | Myeloid diff MLP | Myeloid diff MLP GFP+ MAC1+ %
COc1ccc(-c2sc3cc(OC)c(OC)cc3c2-c2ccc(O)cc2)cc1 | i | 0.8
C[C@@H]1CN([C@@H](C)CO)C(=O)CCCn2nncc2CO[C@@H]1CN(C)S(=O)(=O)c1ccc(-n2cccn2)cc1 | i | 0.2
CC1(C(=O)NCc2ccccc2)CN(S(C)(=O)=O)CC(=O)N1CCCN1CCOCC1 (stereo not given) | i | 1.7
CC(C)Oc1cc(F)ccc1-c1cc(C(=O)NCC2CCCCC2)[nH]n1 | i | 0.7
O=C(Cn1cnc2c(OCc3ccccc3)ncnc21)NCc1ccc2[nH]ccc2c1 | i | 0.5
CC(C)COC(=O)N1CCCC(c2cc(C(=O)Nc3ccccc3Cl)no2)C1 (stereo not given) | i | 1.0
CN(Cc1ccccc1)C(=O)c1ccc(Nc2nc(CN)cs2)nc1 | i | 0.6
Nc1[nH]c(=O)[nH]c(=O)c1N=Cc1ccccc1 | i | 0.9
O=C(Nc1ccc2ccccc2c1)c1cccc2ccccc12 | i | 0.3
Cc1nc2ccccc2n1C(C)c1nc2ccccc2n1CC(=O)c1ccsc1 (stereo not given) | i | 2.1
O=c1c2ccccc2c(=O)n(-c2ccccc2)n1CCCCBr | i | 0.4
C#CCN(C[C@H]1[C@H](OC(=O)NC2CCCC2)[C@H](OC(=O)NC2CCCC2)C[C@H]2C(=O)N(c3ccccc3)C(=O)[C@@H]12)S(=O)(=O)c1ccc(C)cc1 | i | 0.3
CC(C)C[C@@H](COCc1cccc(Cl)c1)N1CCN(C(=O)c2ccc(C(F)(F)F)cc2)CCC1=O | i | 1.3
CC(=O)Nc1ccc(S(=O)(=O)N(C)c2ccc(OCCOc3ccccc3F)cc2)cc1 | i | 0.9
COc1ccc(C(C)(O)c2nc(-c3cccc(C(C)C)c3)cs2)cc1 (stereo not given) | i | 0.5
CCOCCC(=O)Nc1ccc2c(c1)c(=O)n(C)n2Cc1cccc(C(F)(F)F)c1 | i | 1.0
CC(C)N1CCN(c2ccncc2S(=O)(=O)N2CCCCC2)CC1 | i | 0.7
CC(C)C(C(=O)NCc1ccccc1)N1CCN(c2ccccc2F)CC1 (stereo not given) | i | 1.9
O=C(OCc1cn([C@H]2CN(CC3CCCCC3)[C@@H](c3ccccc3)C[C@@H]2O)nn1)c1ccccc1 | i | 0.9
CNC(=O)c1ccc(CN(C)C(=O)/C=C/c2ccc(S(=O)(=O)N3CCCCCC3)cc2)cc1 | i | 1.3
C[C@H](CO)N1C[C@H](C)[C@@H](CN(C)C(=O)Nc2ccc(N3CCN(C)CC3)cc2)OCc2cnnn2CCCC1=O | i | 0.2
COc1ccccc1N1CCN(C(=O)c2cccc(S(=O)(=O)Nc3ccccc3F)c2)CC1 | i | 1.1
O=[N+]([O-])c1ccc(C=Nc2ccccc2)cc1 | i | 0.8
C[C@@H]1CN([C@H](C)CO)C(=O)c2cc(C#C[C@@H](C)O)cnc2O[C@H]1CN(C)C(=O)c1ccc(F)cc1 | i | 1.3
CCCCn1cnc2c(c(CC#N)nn2-c2ccccc2)c1=N | i | 0.4
COC(=O)[C@]12CCCCC=C1N(Cc1cccc3ccccc13)C(=O)[C@H](CC(=O)NCc1ccc(OC)c(OC)c1)C2 | i | 0.9
O=C(Nc1ccc(Cl)c(S(=O)(=O)N2CCOCC2)c1)C1=NN(c2ccccc2)C(=O)CC1 | i | 0.6
C=CC[C@@H](Cc1ccc(F)cc1)C(=O)OC[C@@H]1CCCN1C(=O)[C@H](CC=C)CC(=O)N[C@H](CO)Cc1ccccc1 | i | 1.0
CC1CCN(C(=O)COC(=O)CCC(=O)c2cccs2)CC1 | i | 0.7
Nc1[nH]c(C(=O)c2ccccc2)c(-c2ccc(Br)cc2)c1C(=O)NCCc1c[nH]c2ccccc12 | i | 1.1
CCOc1ccccc1N1CCN(C(=O)c2ccc3nc(N)sc3c2)CC1 | i | 0.0
CC(C)(C)[C@H]1COC(=O)CC/C=C\C[C@@H](CC(=O)N[C@H](CO)Cc2ccccc2)C(=O)N1 | i | 0.7
CC(=O)Nc1ccc(NC(=O)C2(C)Cc3c(-c4ccc(NC(C)=O)cc4)ccnc3O2)cc1 (stereo not given) | i | 1.1
CCc1nc2ccc(C(=O)Nc3cc(-c4ccccc4)ccc3OC)cn2c1N(C=O)CCC(C)C | i | 0.5
Nc1nc2c(ncn2[C@@H]2O[C@H](CNCc3ccccc3)[C@@H](O)[C@H]2O)c(=O)[nH]1 | i | 2.1
CCCC1NC(=O)c2cccnc2-n2c1nc1ccc(OC)cc1c2=O (stereo not given) | i | 1.3
CCC(=O)N1CCC1(C)C(=O)NCc1ccccc1SC (stereo not given) | i | 0.7
CC(=O)Nc1cncc(-c2cccc(C(=O)N3CCOCC3)c2)n1 | i | 1.2
C[C@H](CO)N1C[C@H](C)[C@@H](CN(C)C(=O)Nc2ccc3c(c2)OCCO3)OCc2cnnn2CCCC1=O | i | 2.1

Bioassay records: PubChem, NMMLSC

The list is partial; rates above refer to the full screens.
